From PubChem
BioA inh: blocks M. tuberculosis BioA enzyme activity | purified M. tuberculosis BioA enzyme, plate reader | inhibition, % at 9.99 µM | 360,000 compounds, 0.096% hits | AID 602481; in the data active = inhibition above about 40%; inconclusive = no clear call, values can overlap the other calls
FadD28 FP inh: inhibitors of Mycobacterium tuberculosis FadD28 bisubstrate binding. inhibition, % at 12.5 µM. FadD28 bisubstrate probe binding, fluorescence polarization. 360,000 compounds, 0.22% hits; in the data active = inhibition above about 8.5%, passing the limit was not always enough; inconclusive = no clear call, values can overlap the other calls
BoNT A protease: blocks Botulinum neurotoxin A light chain protease. multiplex microsphere protease substrate cleavage, flow cytometry. inhibition, % at 10 µM. 360,000 compounds, 0.17% hits. AID 588499; in the data active = inhibition above about 30%; inconclusive = no clear call, values can overlap the other calls; also: plate controls were buffer without enzyme for full effect and enzyme alone for no effect
UGM FP inh: blocks M. tuberculosis UGM enzyme; P9WIQ1; purified UGM, fluorescence polarization probe displacement; inhibition, % at 10 µM; 320,000 compounds, 0.06% hits; AID 504406; in the data active = inhibition above about 10%, passing the limit was not always enough; inconclusive = no clear call, values can overlap the other calls
Target sequence (P9WIQ1 whole entry, looked up): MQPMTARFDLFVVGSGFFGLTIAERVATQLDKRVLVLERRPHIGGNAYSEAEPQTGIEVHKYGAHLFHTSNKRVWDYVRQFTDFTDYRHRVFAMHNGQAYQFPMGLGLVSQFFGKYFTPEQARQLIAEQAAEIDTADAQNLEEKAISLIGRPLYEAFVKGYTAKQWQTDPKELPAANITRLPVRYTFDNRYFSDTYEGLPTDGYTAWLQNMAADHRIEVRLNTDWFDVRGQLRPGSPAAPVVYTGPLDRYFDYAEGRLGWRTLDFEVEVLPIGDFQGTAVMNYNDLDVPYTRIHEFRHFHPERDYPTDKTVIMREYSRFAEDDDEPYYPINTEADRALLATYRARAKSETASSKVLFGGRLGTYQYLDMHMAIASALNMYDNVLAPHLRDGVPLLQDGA
CCHF vOTU inh: CCHFV vOTU protease inhibition | 370,000 compounds, 0.55% hits | Pep-AMC fluorescence | inhibition, % at 11.5 µM | AID 651958; also: 0% = vehicle wells with enzyme and 100% = no enzyme wells
Mtb FBA inh: inhibits M. tuberculosis FBA enzyme; P9WQA3; purified M. tuberculosis FBA, fluorescence read-out; inhibition, % at 1 µM; 360,000 compounds, 2.3% hits; AID 588726; in the data active = inhibition above about 27%;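 also: 0% = vehicle and 100% = reference inhibitor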
Target sequence (P9WQA3 whole entry, looked up): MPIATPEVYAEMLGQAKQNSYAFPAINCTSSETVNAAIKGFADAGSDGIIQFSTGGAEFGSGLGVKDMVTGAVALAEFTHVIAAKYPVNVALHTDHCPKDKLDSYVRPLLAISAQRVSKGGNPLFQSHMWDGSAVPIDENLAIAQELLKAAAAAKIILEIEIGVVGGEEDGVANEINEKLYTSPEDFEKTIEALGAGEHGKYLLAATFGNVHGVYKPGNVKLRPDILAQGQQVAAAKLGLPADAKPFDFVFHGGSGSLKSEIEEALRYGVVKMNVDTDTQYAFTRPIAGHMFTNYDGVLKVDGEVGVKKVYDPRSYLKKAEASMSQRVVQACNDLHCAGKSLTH
GDH-TPI inh: GDH-TPI coupled enzyme inhibition counter-screen; GDH-TPI coupled enzyme counterscreen, NADH absorbance; 360,000 compounds, 1.2% hits; inhibition, % at 4.8 µM;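 also: 0% = DMSO wells and 100% = wells lacking the enzyme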
BoNT-F LC inh: blocks Botulinum neurotoxin F light chain protease | 360,000 compounds, 0.22% hits | Multiplex microsphere protease cleavage assay, flow cytometry | inhibition, % at 10 µM; in the data active = inhibition above about 35%, passing the limit was not always enough; inconclusive = no clear call, values can overlap the other calls; also: plate controls were buffer without enzyme for full effect and enzyme alone for no effect
PrPC surface inh: inhibitors of human cell surface prion protein PrPC | TR-FRET read-out | inhibition, % at 13.8 µM | 370,000 compounds, 0.43% hits | AID 720596; in the data active = inhibition above about 24%; also: 0% = median of the test wells and 100% = reference compound wells
The depositor's hits bear a star; u = inconclusive; x = no result given. Rule as the data show it, unless noted: active = inhibition above about 30%; inactive = the rest. An unsorted share of the library (roughly 4.8% active in at least one column).

SMILES | BioA inh | FadD28 FP inh | BoNT A protease | UGM FP inh | CCHF vOTU inh | Mtb FBA inh | GDH-TPI inh | BoNT-F LC inh | PrPC surface inh
NS(=O)(=O)c1cccc(NC(=O)CSc2n[nH]c(-c3ccccc3Br)n2)c1 | -2.5 | -1.1 | 0.4 | x | -1 | 1 | -2 | 4 | -3
O=C(CN1CCCCC1)N1c2ccccc2Oc2ccccc21 | -0.6 | -4.4 | 0.6 | 2.7 | -7 | 0 | -9 | 0 | -3
COc1ccc(C(=O)OCc2ccc(C)cc2)cc1S(=O)(=O)N1CCOCC1 | 0.7 | -0.8 | -1.8 | -0.9 | 3 | -1 | -3 | 1 | 2
COC(=O)c1cc(Cl)nc2ccccc12 | -1.4 | 0.0 | 2.2 | -3.8 | -7 | 2 | 2 | 0 | -1
Cc1nc2c(-c3ccccc3)c(C)nn2c(SCC(N)=O)c1Cc1ccccc1 | -0.2 | -0.8 | 3.2 | -1.3 | -4 | -2 | 19 | u | -2
Cc1cc(C)cc(OCCNC(=O)c2ccc(Br)cc2)c1 | -1.2 | -1.2 | -1.4 | 0.1 | -11 | -2 | 8 | -10 | 4
CCOP(=O)(c1ccc(N(C)C)cc1)C(O)c1c(Cl)cccc1Cl (configuration not stated) | 0.5 | -0.9 | -0.5 | -0.6 | -4 | -1 | 8 | 8 | 3
CCOc1ccc(CN2CCC(C(=O)Nc3cccc(-c4ccn[nH]4)c3)CC2)cc1Cl | 1.1 | -7.3 | -2.0 | -0.9 | 5 | 7 | -2 | -14 | -14
Cc1ccc2c(c1)-c1c(cnn1CC(=O)N1CCCN(Cc3ccccc3F)C1)CO2 | -0.9 | -2.1 | -0.5 | -3.8 | 4 | 3 | 4 | -8 | -14
COc1ccc(C2Nc3ccccc3NC3=C2C(=O)CC(C)(C)C3)cc1O (configuration not stated) | -1.8 | -0.3 | -0.5 | -1.3 | 5 | 0 | 19 | 3 | 1
CCOCCCNS(=O)(=O)c1ccc(NC(=O)c2ccc([N+](=O)[O-])cc2Cl)cc1 | 0.4 | -1.0 | 0.6 | 0.5 | -7 | 3 | 11 | 4 | -37
Cc1nn(C)c(C)c1S(=O)(=O)N1CCCC(C(=O)NCC2COc3ccccc3O2)C1 (configuration not stated) | -0.7 | -0.3 | 0.2 | 1.7 | -5 | 4 | 7 | -2 | 8
O=C(O)c1ccc2[nH]c3c(c2c1)CSCC3 | -1.1 | -0.8 | 3.7 | 2.4 | x | 4 | 1 | 7 | x
CCOC(=O)c1c(C)[nH]c(C(=O)CN(C)CC(=O)Nc2ccccc2C(F)(F)F)c1C | 0.0 | -1.3 | 0.0 | -0.5 | 31* | 0 | -5 | 3 | -2
Cc1c(OC(C)C(=O)NCCCN2CCOCC2)ccc2c3c(c(=O)oc12)CCCC3 (configuration not stated) | 1.1 | -2.8 | -0.9 | 2.8 | -13 | 27* | 0 | 3 | -1

Quoted from the listing.
Reading for `Cc1ccc2c(c1)-c1c(cnn1CC(=O)N1CCCN(Cc3ccccc3F)C1)CO2` in Mtb FBA inh: 3
Reading for `COc1ccc(C(=O)OCc2ccc(C)cc2)cc1S(=O)(=O)N1CCOCC1` in FadD28 FP inh: -0.8
Reading for `O=C(CN1CCCCC1)N1c2ccccc2Oc2ccccc21` in GDH-TPI inh: -9
Reading for `NS(=O)(=O)c1cccc(NC(=O)CSc2n[nH]c(-c3ccccc3Br)n2)c1` in BoNT-F LC inh: 4
Reading for `Cc1cc(C)cc(OCCNC(=O)c2ccc(Br)cc2)c1` in Mtb FBA inh: -2
Reading for `O=C(O)c1ccc2[nH]c3c(c2c1)CSCC3` in BoNT A protease: 3.7

Reformatted in CSV form: entries from further up.
Structure,BioA inh,FadD28 FP inh,BoNT A protease,UGM FP inh,CCHF vOTU inh,Mtb FBA inh,GDH-TPI inh,BoNT-F LC inh,PrPC surface inh
CCOP(=O)(c1ccc(N(C)C)cc1)C(O)c1c(Cl)cccc1Cl (configuration not stated),0.5,-0.9,-0.5,-0.6,-4,-1,8,8,3
CCOc1ccc(CN2CCC(C(=O)Nc3cccc(-c4ccn[nH]4)c3)CC2)cc1Cl,1.1,-7.3,-2.0,-0.9,5,7,-2,-14,-14
Cc1ccc2c(c1)-c1c(cnn1CC(=O)N1CCCN(Cc3ccccc3F)C1)CO2,-0.9,-2.1,-0.5,-3.8,4,3,4,-8,-14
COc1ccc(C2Nc3ccccc3NC3=C2C(=O)CC(C)(C)C3)cc1O (configuration not stated),-1.8,-0.3,-0.5,-1.3,5,0,19,3,1

The list continues:
SMILES | BioA inh | FadD28 FP inh | BoNT A protease | UGM FP inh | CCHF vOTU inh | Mtb FBA inh | GDH-TPI inh | BoNT-F LC inh | PrPC surface inh
COc1ccccc1C(=O)NNC(=O)c1ccc2ccccc2c1O | -1.1 | 2.2 | -0.3 | x | 3 | 1 | 5 | -6 | 4
O=C(NCc1ccccc1)N(Cc1cc2cc3c(cc2[nH]c1=O)OCCO3)CC1CCCO1 (configuration not stated) | -0.6 | -3.3 | -0.8 | x | -23 | 28* | 12 | -10 | 3
CCOC(=O)N1CCN(C(=O)C(NC(=O)c2ccc(CC)cc2)C(C)C)CC1 (configuration not stated) | 0.2 | -0.6 | -1.4 | -3.3 | -10 | 0 | 4 | -3 | -2
CCN(CC)S(=O)(=O)c1cccc(C(=O)NCc2ccccc2)c1 | x | -1.7 | -0.6 | -0.3 | 4 | -2 | -2 | -5 | -5
CN1CCN(C(=O)C2=C[C@@H](C(C)(C)C)C[C@@H](OCc3ccc(CO)cc3)O2)CC1 | 0.6 | -3.2 | -0.2 | 2.5 | 6 | -1 | 12 | -2 | 1
O=C(O)c1ccc(OCc2cn3ccccc3n2)cc1 | x | -1.0 | -1.0 | 0.5 | -5 | 19 | -13 | 2 | -3
CCCC(=O)Nc1nc2ccc(S(=O)(=O)N3CCCCC3)cc2s1 | -0.2 | -2.7 | -0.8 | 2.6 | 1 | -1 | -4 | -8 | 13
CC(=O)CNc1ccc(S(=O)(=O)N/N=C/c2ccccc2)cc1 | x | -0.9 | -1.4 | 0.6 | -7 | 2 | 9 | 2 | 0
CC(C)C[C@@H](CSc1ccccc1)N1CCN(C)CCC1=O | -0.3 | -0.2 | -0.7 | -3.0 | 12 | -2 | -3 | -7 | 7
O=C(COc1ccccc1)N[C@@H]1c2ccccc2CC[C@@H]1OCc1ccccc1 | -1.9 | -1.0 | -0.7 | x | 11 | 0 | 5 | 4 | 8
Cc1ccc(CNC(=O)C2CCC(CNc3c(N4CCC(C)CC4)c(=O)c3=O)CC2)cc1 (configuration not stated) | -1.4 | -1.0 | -0.6 | -0.7 | -3 | 0 | -2 | -5 | 7
CCc1nccn1CCC(=O)N1CCCC(Nc2ccc(C(C)C)cc2)C1 (configuration not stated) | -0.3 | 0.0 | x | 1.3 | 3 | -1 | 5 | x | 3
Clc1ccc(OCCn2cnc(Cl)c2Cl)cc1 | 0.7 | 0.2 | -0.5 | 2.4 | 10 | 3 | 2 | -4 | 4
O=c1cc(CSc2ccc(Cl)cc2)[nH]c2[nH]n(-c3ccccc3)c(=O)c12 | -0.2 | u | 0.6 | -1.0 | 5 | 4 | 24 | -4 | -3
O=C(N/N=C1\CCCCc2ccccc21)c1ccccn1 | x | -2.9 | -0.6 | 0.3 | -1 | -1 | 14 | -6 | -17
Cc1cccc(Oc2ncccc2[N+](=O)[O-])c1C | -1.1 | -2.9 | 0.5 | x | 7 | -2 | 2 | -2 | -5
O=C(NNc1ccccc1)OCc1ccccc1 | -0.4 | -1.0 | -0.7 | x | -4 | -4 | 11 | -5 | 25*
C=CCn1c(=O)c(C=Nc2c(OC)cccc2[N+](=O)[O-])c(O)n(CCCC)c1=O | x | 2.6 | 2.4 | -1.4 | 7 | 1 | 19 | 0 | -12
CCCCNC(=O)C1CCCN(S(=O)(=O)c2ccc(-n3cnnn3)cc2)C1 (configuration not stated) | -1.9 | -0.9 | 1.2 | -1.6 | 1 | -6 | 4 | 6 | -3
COc1cc(CNc2ncnc3c2ncn3[C@H]2CN(Cc3ccc(Cl)cc3)C[C@@H](CO)O2)cc(OC)c1OC | 2.0 | -3.4 | 0.2 | x | 15 | 1 | 9 | 4 | -8
Cc1cc(NC(=O)c2noc3c2CCCC3)nn1Cc1ccc(Cl)cc1 | 0.1 | -6.0 | 2.5 | 1.3 | 24 | 4 | 8 | 2 | 14
Cc1cccc(N2CCN(c3ccc(C(N)=O)cc3[N+](=O)[O-])CC2)c1C | x | -2.8 | -0.6 | 2.6 | -4 | -2 | 7 | -4 | -1
CCOC(=O)C1CCCN(C(=O)c2ccc(F)c(C)c2)CC1 (configuration not stated) | 2.1 | -0.6 | -0.2 | x | 13 | 0 | 4 | 6 | 9
CCCCN(CCCC)c1nn[nH]n1 | -0.2 | -0.2 | 0.0 | x | 11 | 2 | 3 | -7 | -1
COc1ccc(CCNC(=O)C2CC(c3ccccc3[N+](=O)[O-])=NO2)cc1 (configuration not stated) | 0.5 | -2.2 | -0.4 | 4.3 | -6 | -2 | -7 | -7 | -3
CCn1c(-c2cc(Cl)ccc2OC)n[nH]c1=S | -0.2 | 0.0 | -0.6 | -1.7 | 1 | 1 | -2 | -10 | -3
CC(NS(=O)(=O)c1ccccc1)C(=O)Nc1ccc(S(N)(=O)=O)cc1 (configuration not stated) | -2.3 | -3.2 | -0.7 | -1.4 | -8 | -1 | 0 | 0 | 5
CCC(=O)Nc1ccc(C(=O)CSc2nc3ccccc3[nH]2)cc1 | x | -1.5 | 0.4 | 1.6 | 5 | -1 | 0 | 0 | -4
N#CC1=C(N)N(c2ccc(Cl)c(Cl)c2)C(=O)C1 | x | 2.5 | -0.1 | 0.9 | 15 | -3 | -2 | 0 | 2
O=C(COc1ccc(Br)cc1)NCCCNC(=O)c1cnccn1 | 0.6 | x | -2.7 | -3.3 | 4 | 0 | -10 | -2 | -2
CCOC(=O)C1(CCCc2ccccc2)CCN(CCCn2cccn2)CC1 | x | 0.4 | -0.3 | 0.3 | -1 | 2 | 8 | -5 | 1
COc1cccc(/C=C2\N=C3CCCCCN3C2=O)c1 | 0.4 | -3.4 | 1.0 | 0.7 | 0 | -12 | 9 | 24 | -4
CN(C(=O)c1ccncc1)c1nnc(-c2ccncc2)s1 | 0.8 | -0.9 | 1.0 | -0.6 | x | 43* | 1 | -4 | x
CCN(CC)c1ccc(NC(=O)CN2C(=O)CSc3ncccc32)c(C)c1 | 1.0 | 1.6 | -0.2 | 0.5 | 1 | 1 | 6 | 1 | 8
CCN(C[C@H]1N[C@@](CC)(C(=O)OC)[C@H]2C(=O)N(C)C(=O)[C@@H]12)C(C)=O | -2.2 | -0.6 | -0.5 | x | 0 | 0 | 1 | -6 | -3
COc1ccc(OC)c(NC(=O)NC2(C(F)(F)F)Oc3ccccc3O2)c1 | -1.6 | -2.1 | -0.2 | 3.9 | 13 | -3 | -1 | 8 | 0
CCN(Cc1ccc(OC)c(F)c1)C(=O)C1CCCO1 (configuration not stated) | 0.1 | 0.4 | -3.4 | -1.0 | 21 | 2 | -5 | -2 | 2
Cc1ccc(CCNC(=O)CN(C)S(=O)(=O)c2ccc3c(c2)n(C)c(=O)c(=O)n3C)cc1 | x | -2.4 | -2.2 | 1.2 | 0 | -1 | 10 | -11 | -4
COc1ccccc1N1CCN(C(=O)CCn2c(=O)[nH]c3ccccc3c2=O)CC1 | -1.3 | -1.1 | u | -0.7 | -1 | 0 | 6 | -2 | -6
CN(C)c1ccc(C(=O)OCC(=O)c2cccs2)cc1 | x | -1.1 | -0.8 | -1.8 | 6 | 0 | 9 | 2 | 0
O=C(CN1CCN(C2CCCCC2)CC1)Nc1cccc2ccccc12 | -2.2 | 0.8 | 0.3 | -0.7 | 6 | 2 | 32* | 2 | -4
